DAX1 inh-1: blocks DAX1 repression of SF-1 activated StAR promoter; HEK293T StAR-luciferase reporter, SF-1/DAX-1 repression relief; inhibition, % at 6.8 µM; 1.1% of 370,000 active; AID 652010;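 active = inhibition above the mean over all tested compounds plus 3 SD, cut at about 3.6% in these data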;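 note: 0% = DAX-1 cells with DMSO and 100% = cells lacking DAX-1 with DMSO; higher inhibition means more luminescence from relief of DAX-1 repression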
FXN GAA850 act: increases GAA850 frataxin promoter reporter activity. HEK293 lucGAA850 FXN promoter luciferase reporter, 24 h; percent of 10 µM SAHA response. activation, % at 6 µM. 0.56% of 360,000 active. AID 540364;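 active = activation above the average of all compounds screened plus 3 SD, cutoff fixed separately per campaign, cut at about 7.5% in these data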;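 note: 0% = DMSO wells and 100% = 10 µM SAHA wells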
GC-A act: GC-A (human) enzyme activation; P16066; HEK293 GC-A cells, cGMP TR-FRET, EC30 ANP; 0% at EC30 ANP, 100% saturating ANP; activation, % at 10 µM; 0.14% of 370,000 active; in the data active = activation above about 40%
NPR2 activator: GC-B (human) receptor activation | P20594 | HEK293-GC-B cells, CNP EC30, cGMP TR-FRET; 0% at EC30 CNP, 100% saturating CNP | activation, % at 10 µM | 0.11% of 370,000 active | AID 1920062;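 active = activation at 10 µM reaching about 35% in either raw or pattern-adjusted values, limit read from the data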
DAX1 inh-2: inhibitors of human orphan nuclear receptor DAX1 (NR0B1) | inhibition, % at 6.75 µM | 0.99% of 340,000 active | AID 504766 | HEK293 Gal4-DAX1 luciferase reporter, luminescence;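 active = inhibition above the mean over all tested compounds plus 3 SD, cut at about 4.2% in these data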;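 note: 0% = DAX1-transfected cells with DMSO and 100% = empty-vector control cells with DMSO; inhibition shows as a rise in luminescence from relieved DAX1 repression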
HGIII-sPLA2 inh: Blocks human group III sPLA2 activity. Q9NZ20. QFRET BODIPY PC-A2 liposome hydrolysis, fluorescence. inhibition, % at 12.2 µM. 0.56% of 370,000 active;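 active = inhibition above mean plus 3 SD of compounds lying within the high and low control bounds, cut at about 19% in these data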;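 note: 0% = median of test compound wells and 100% = no enzyme DMSO wells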
Target sequence (Q9NZ20 whole entry, looked up): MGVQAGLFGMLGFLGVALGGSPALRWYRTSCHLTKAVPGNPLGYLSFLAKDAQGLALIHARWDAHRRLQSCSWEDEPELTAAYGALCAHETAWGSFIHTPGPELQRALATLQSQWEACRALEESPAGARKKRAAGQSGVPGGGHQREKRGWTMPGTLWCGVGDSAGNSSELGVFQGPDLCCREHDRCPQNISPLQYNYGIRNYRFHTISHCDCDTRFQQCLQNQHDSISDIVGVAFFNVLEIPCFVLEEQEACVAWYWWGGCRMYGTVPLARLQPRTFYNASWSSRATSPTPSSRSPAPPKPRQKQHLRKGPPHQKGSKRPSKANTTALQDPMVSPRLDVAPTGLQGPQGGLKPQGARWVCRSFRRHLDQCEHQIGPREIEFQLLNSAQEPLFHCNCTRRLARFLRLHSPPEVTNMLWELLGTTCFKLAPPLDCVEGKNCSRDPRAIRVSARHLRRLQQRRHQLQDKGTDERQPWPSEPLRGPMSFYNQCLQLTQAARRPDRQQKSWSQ
hgDAF12 agonist: hgDAF-12 agonism, primary luciferase screen | HEK293 GAL4-hgDAF12 UAS-luciferase reporter, agonist luminescence; normalized to butyrate control | activation, % at 6.8 µM | 1.8% of 370,000 active;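 active = activation above a cutoff set at the mean of all screened compounds plus 3 SD, cut at about 10% in these data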;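 note: 0% = DMSO wells and 100% = sodium butyrate wells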
ssDAF12 agonist: S. stercoralis DAF-12 activation, primary screen; AID 652126; 1% of 370,000 active; activation, % at 6.8 µM; HEK293 ssDAF-12/GRIP1 lit1-tk-luc reporter, luminescence; % of 3 µM dafachronic acid response;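 active = activation above the mean over all tested compounds plus 3 SD, cut at about 0.9% in these data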;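 note: 0% = DMSO-only wells and 100% = 3 µM delta7-dafachronic acid wells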
hcDAF-12 act: H. contortus DAF-12 activation, primary screen; HEK293 hcDAF-12 lit1-tk-luc reporter, luminescence; 0% DMSO, 100% Δ7-dafachronic acid; activation, % at 6.8 µM; 1.4% of 370,000 active;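 active = activation above the mean of all tested compounds plus 3 SD, cut at about 5.5% in these data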;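 note: 100% = response to 3 µM Δ7-dafachronic acid high control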
ADAM10 inh: inhibits human ADAM10. O14672. recombinant ADAM10, EDANS/DABCYL FRET peptide cleavage, 3 h. inhibition, % at 7 µM. 0.62% of 370,000 active. AID 720582;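 active = inhibition above a per-campaign cutoff equal to the mean of compounds falling between control-based bounds plus 3 SD, cut at about 20% in these data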;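 note: 0% = DMSO wells while the 100% control is not disclosed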
Target sequence (O14672 214-748 limits assumed): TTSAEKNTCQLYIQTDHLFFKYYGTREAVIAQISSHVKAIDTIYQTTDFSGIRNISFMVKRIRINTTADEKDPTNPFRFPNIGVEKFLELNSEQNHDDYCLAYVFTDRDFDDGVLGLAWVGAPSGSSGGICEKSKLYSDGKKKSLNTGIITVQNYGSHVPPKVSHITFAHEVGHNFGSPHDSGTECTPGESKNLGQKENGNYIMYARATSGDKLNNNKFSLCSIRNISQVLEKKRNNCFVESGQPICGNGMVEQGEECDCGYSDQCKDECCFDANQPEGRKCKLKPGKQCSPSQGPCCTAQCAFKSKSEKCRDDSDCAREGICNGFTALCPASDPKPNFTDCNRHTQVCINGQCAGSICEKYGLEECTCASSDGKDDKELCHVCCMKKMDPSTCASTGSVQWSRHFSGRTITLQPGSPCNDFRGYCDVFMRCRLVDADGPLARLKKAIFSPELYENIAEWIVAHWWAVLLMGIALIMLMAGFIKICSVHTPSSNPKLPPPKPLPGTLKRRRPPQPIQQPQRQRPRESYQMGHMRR
SMARCA2 activ: SMARCA2 function activation, primary screen; MG213 cells, MMTV-luciferase reporter, dexamethasone, overnight; AID 652017; 1% of 370,000 active; activation, % at 9.1 µM; in the data active = activation above about 7.8%;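 note: 0% = vehicle wells and 100% = reference activator wells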
An asterisk follows results filed as active.

For Cc1cc(C)cc(OCC(=O)Nc2ccccc2N2CCCCC2)c1 the results were DAX1 inh-1 -0.4, FXN GAA850 act 2.1, GC-A act -2, NPR2 activator -13, DAX1 inh-2 1.8, HGIII-sPLA2 inh 4, hgDAF12 agonist -0.9, ssDAF12 agonist -0.9, hcDAF-12 act 0.3, ADAM10 inh 1 and SMARCA2 activ -3.
Screening CC(C)CC(=O)N1CCC(O)(CS(=O)(=O)Cc2ccccc2)CC1 returned DAX1 inh-1 -0.8, FXN GAA850 act 0.9, GC-A act 3, NPR2 activator 11, DAX1 inh-2 -1.2, HGIII-sPLA2 inh -3, hgDAF12 agonist -2.3, ssDAF12 agonist -1.1, hcDAF-12 act -0.8, ADAM10 inh -3 and SMARCA2 activ -1.
CCOC(=O)c1ccc2c(c1)n(CCCS(=O)(=O)[O-])c(/C=C/c1ccc(Cl)cc1)[n+]2CC was read as DAX1 inh-1 0.1, FXN GAA850 act -0.1, GC-A act 1, NPR2 activator 0, DAX1 inh-2 1.4, HGIII-sPLA2 inh 6, hgDAF12 agonist -1.8, ssDAF12 agonist -1.1, hcDAF-12 act -1.3, ADAM10 inh -23 and SMARCA2 activ 1.
For COc1ccc(Cl)cc1NC(=O)CN(C)C(=O)Cc1ccc(-c2ccccc2)cc1 the results were DAX1 inh-1 0.2, FXN GAA850 act 1.3, GC-A act 4, NPR2 activator -3, DAX1 inh-2 -0.7, HGIII-sPLA2 inh -3, hgDAF12 agonist -0.9, ssDAF12 agonist -1.1, hcDAF-12 act -1.2, ADAM10 inh 4 and SMARCA2 activ -3.
Screening O=C(NCCCN1CCOCC1)c1ccc(Br)cc1Br returned DAX1 inh-1 0.6, GC-A act 6, NPR2 activator -1, HGIII-sPLA2 inh 1, hgDAF12 agonist -0.6, ssDAF12 agonist -1.6, hcDAF-12 act -0.5, ADAM10 inh -8 and SMARCA2 activ -2.
For COC(=O)c1ccc2[nH]c3c(c2c1)CC(C)CC3 (centres undefined) the results were DAX1 inh-1 -0.3, FXN GAA850 act 1.4, GC-A act -5, NPR2 activator -5, DAX1 inh-2 3.2, HGIII-sPLA2 inh -28, hgDAF12 agonist 5.2, ssDAF12 agonist -0.6, hcDAF-12 act 0.4, ADAM10 inh 7 and SMARCA2 activ 2.
CCN(CC)S(=O)(=O)c1ccc(N2CCOCC2)c(NC(=O)COc2ccccc2)c1 was read as DAX1 inh-1 -1.0, FXN GAA850 act 0.9, GC-A act 3, NPR2 activator 5, DAX1 inh-2 0.4, HGIII-sPLA2 inh -10, hgDAF12 agonist 1.4, ssDAF12 agonist -1.5, hcDAF-12 act -1.7, ADAM10 inh 4 and SMARCA2 activ -1.
For CC(C)NC(=O)CC(=O)N/N=C\c1ccccc1C(=O)O the results were DAX1 inh-1 0.6, FXN GAA850 act -1.0, GC-A act 4, NPR2 activator 1, DAX1 inh-2 1.6, HGIII-sPLA2 inh 6, hgDAF12 agonist -3.6, ssDAF12 agonist -0.7, hcDAF-12 act 0.0, ADAM10 inh -6 and SMARCA2 activ 3.
`CCOc1cc(C(c2c(C)[nH][nH]c2=O)c2c(C)[nH][nH]c2=O)cc([N+](=O)[O-])c1O` gave DAX1 inh-1 -0.5, FXN GAA850 act -0.3, GC-A act -10, NPR2 activator 2, DAX1 inh-2 -1.6, HGIII-sPLA2 inh 10, hgDAF12 agonist 1.0, ssDAF12 agonist -0.9, hcDAF-12 act -2.7, ADAM10 inh -1 and SMARCA2 activ -3.
`COC(=O)Cc1ccc(OC2(C)CCN(Cc3ccc(-c4ccccn4)cc3)C2)cc1` (centres undefined) gave DAX1 inh-1 -0.7, FXN GAA850 act 0.5, GC-A act 1, NPR2 activator 3, HGIII-sPLA2 inh -14, hgDAF12 agonist 1.4, ssDAF12 agonist -1.0, hcDAF-12 act 1.6, ADAM10 inh -8 and SMARCA2 activ 0.
CCc1ccc(N2CC(C(=O)NCC(C)(C)N3CCOCC3)CC2=O)cc1 (centres undefined) was read as DAX1 inh-1 -1.3, FXN GAA850 act 0.8, GC-A act -1, NPR2 activator 0, DAX1 inh-2 0.4, HGIII-sPLA2 inh 1, hgDAF12 agonist 0.6, ssDAF12 agonist -1.2, hcDAF-12 act -1.0, ADAM10 inh -7 and SMARCA2 activ 0.
Cc1cc(OCc2cc(C(=O)N(C)CC3CCOCC3)no2)cc(C)c1Cl was read as DAX1 inh-1 0.3, FXN GAA850 act 3.5, GC-A act 7, NPR2 activator 6, DAX1 inh-2 0.7, HGIII-sPLA2 inh -11, hgDAF12 agonist 4.6, ssDAF12 agonist -0.4, hcDAF-12 act 1.1, ADAM10 inh 6 and SMARCA2 activ -1.
Screening O=C(Cn1cncn1)N/N=C/c1cccc(Cl)c1 returned DAX1 inh-1 0.2, FXN GAA850 act 0.3, GC-A act 0, NPR2 activator 0, DAX1 inh-2 2.0, HGIII-sPLA2 inh 3, hgDAF12 agonist -1.6, ssDAF12 agonist -0.7, hcDAF-12 act -1.7, ADAM10 inh 6 and SMARCA2 activ 8.3*.
For Oc1ccc(-c2csc(Nc3cccnc3)n2)cc1 the results were DAX1 inh-1 -0.9, FXN GAA850 act 0.3, GC-A act 1, NPR2 activator -3, DAX1 inh-2 0.6, HGIII-sPLA2 inh -7, hgDAF12 agonist 0.3, ssDAF12 agonist -1.2, hcDAF-12 act 0.1, ADAM10 inh -3 and SMARCA2 activ 3.
`CCN(CC(=O)NC1CCS(=O)(=O)C1)S(=O)(=O)c1ccc(Cl)c(C(F)(F)F)c1` (centres undefined) gave DAX1 inh-1 -0.2, FXN GAA850 act 0.0, GC-A act 4, NPR2 activator -5, DAX1 inh-2 -1.0, HGIII-sPLA2 inh 2, hgDAF12 agonist -0.1, ssDAF12 agonist -1.0, hcDAF-12 act -0.5, ADAM10 inh 4 and SMARCA2 activ -1.
`Cc1cc(C)n2nc(C(=O)OCC(=O)NNC(=O)c3ccccc3)nc2n1` gave DAX1 inh-1 0.5, FXN GAA850 act 0.1, GC-A act 0, NPR2 activator -2, DAX1 inh-2 0.0, HGIII-sPLA2 inh 6, hgDAF12 agonist 3.9, ssDAF12 agonist -1.4, hcDAF-12 act -1.0, ADAM10 inh -6 and SMARCA2 activ 0.
`O=C(CN(c1ccc(Cl)cc1)S(=O)(=O)c1ccccc1)N1CCN(c2ccccc2)CC1` gave DAX1 inh-1 0.6, FXN GAA850 act 0.4, GC-A act -1, NPR2 activator -8, DAX1 inh-2 -0.3, HGIII-sPLA2 inh 8, hgDAF12 agonist 0.1, ssDAF12 agonist -1.0, hcDAF-12 act -0.7, ADAM10 inh -10 and SMARCA2 activ -3.
Screening CCOc1cc(CNc2ccc3c(c2)OCCO3)cc(Br)c1OCC returned DAX1 inh-1 -0.5, FXN GAA850 act -13, GC-A act -6, NPR2 activator -15, DAX1 inh-2 -2.0, HGIII-sPLA2 inh 23*, hgDAF12 agonist -7.8, ssDAF12 agonist -2.2, hcDAF-12 act -3.0, ADAM10 inh 8 and SMARCA2 activ -4.
`COc1ccc(-c2nc(CN3CCN(c4cc(C)nc(C)c4)CC3)c(C)o2)c2ccccc12` gave DAX1 inh-1 -0.8, FXN GAA850 act 2.7, GC-A act 21, NPR2 activator -9, DAX1 inh-2 0.5, HGIII-sPLA2 inh 0, hgDAF12 agonist -2.9, ssDAF12 agonist -2.1, hcDAF-12 act -1.3, ADAM10 inh -445 and SMARCA2 activ 0.
`O=C(CCNS(=O)(=O)c1ccc(Br)cc1)NCCCSc1ccccc1` gave DAX1 inh-1 -1.4, FXN GAA850 act 0.9, GC-A act -1, NPR2 activator -2, DAX1 inh-2 -0.5, HGIII-sPLA2 inh -6, hgDAF12 agonist -0.3, ssDAF12 agonist -0.8, hcDAF-12 act -1.0, ADAM10 inh -8 and SMARCA2 activ -3.
COc1cccc(S(=O)(=O)NCC(=O)N2CCCCCC2)c1 was read as DAX1 inh-1 -0.4, FXN GAA850 act -0.1, GC-A act -2, NPR2 activator 3, DAX1 inh-2 0.7, HGIII-sPLA2 inh -3, hgDAF12 agonist 1.2, ssDAF12 agonist -0.9, hcDAF-12 act -1.3, ADAM10 inh 5 and SMARCA2 activ -1.
`COc1cc(S(=O)(=O)N2CCN(C(=O)c3ccco3)CC2)c(OC)cc1C` gave DAX1 inh-1 -0.4, FXN GAA850 act 2.4, GC-A act -8, NPR2 activator 0, DAX1 inh-2 2.2, HGIII-sPLA2 inh 2, hgDAF12 agonist -3.1, ssDAF12 agonist -0.6, hcDAF-12 act 1.1, ADAM10 inh 7 and SMARCA2 activ 2.
Screening C=CCNC(=S)Nc1c(N)n(C)c(=O)n(C)c1=O returned DAX1 inh-1 1.2, FXN GAA850 act -2.0, GC-A act 5, NPR2 activator -4, DAX1 inh-2 -0.2, HGIII-sPLA2 inh 6, hgDAF12 agonist -1.0, ssDAF12 agonist -1.3, hcDAF-12 act -0.4, ADAM10 inh 5 and SMARCA2 activ 4.
For Cc1cccc(NC(=O)CSc2ncnc3c2oc2ccccc23)c1 the results were DAX1 inh-1 -1.0, FXN GAA850 act 0.6, GC-A act 2, NPR2 activator 4, DAX1 inh-2 1.7, HGIII-sPLA2 inh -4, hgDAF12 agonist -2.5, ssDAF12 agonist -0.3, hcDAF-12 act 1.1, ADAM10 inh -2 and SMARCA2 activ -1.
O=C(Nc1ccccc1)c1csc(-c2ccccc2)n1 was read as DAX1 inh-1 0.6, FXN GAA850 act 3.1, GC-A act -6, NPR2 activator -5, DAX1 inh-2 0.1, HGIII-sPLA2 inh -4, hgDAF12 agonist 5.2, ssDAF12 agonist -1.0, hcDAF-12 act -0.2, ADAM10 inh 10 and SMARCA2 activ 5.
O=C(CSc1ncn[nH]1)Nc1ccc([N+](=O)[O-])cc1Br was read as DAX1 inh-1 -0.3, FXN GAA850 act -1.2, GC-A act -2, NPR2 activator -5, DAX1 inh-2 -0.2, HGIII-sPLA2 inh -31, hgDAF12 agonist -1.1, ssDAF12 agonist -1.1, hcDAF-12 act -2.7, ADAM10 inh -4 and SMARCA2 activ 2.
`CC(C)C[C@@H]1NC(=O)N(CCN2CCOCC2)C1=O` gave DAX1 inh-1 -0.4, FXN GAA850 act -1.0, GC-A act 2, NPR2 activator 3, DAX1 inh-2 0.0, HGIII-sPLA2 inh 7, hgDAF12 agonist 2.4, ssDAF12 agonist -1.4, hcDAF-12 act -0.2, ADAM10 inh -5 and SMARCA2 activ 0.
COc1ccc(C(CNC(=O)c2oc3ccc(C)cc3c2C)N2CCCCC2)cc1 (centres undefined) was read as DAX1 inh-1 2.5, FXN GAA850 act 3.0, GC-A act -5, NPR2 activator -8, DAX1 inh-2 0.9, HGIII-sPLA2 inh -11, hgDAF12 agonist 1.6, ssDAF12 agonist -1.3, hcDAF-12 act 3.6, ADAM10 inh -1 and SMARCA2 activ 0.

High-throughput results deposited in PubChem by several laboratories.

Hits appear at their usual frequency, and some 6.6% of all compounds hit somewhere here.
